# KDM5B inhibitor: blocks human KDM5B histone demethylase activity; KDM5B demethylase, FDH-coupled NADH fluorescence (FDH is formaldehyde dehydrogenase); Potency, µM (series often up to 57.7 µM), without a hit: at the top dose activity change, negative = inhibition, hits mostly inhibitors; Q9UGL1; AID 1347165; 220,000 tested, 2.6% active; active = well fitted inhibition curve with a large enough effect; inconclusive = small, poorly fitted or top-dose-only effect; inactive = no such curve, though single readings can be large or run the other way; note: 0% is about no effect; nearly all actives have a fitted effect of over 70% in size
# Target sequence (Q9UGL1 whole entry, looked up): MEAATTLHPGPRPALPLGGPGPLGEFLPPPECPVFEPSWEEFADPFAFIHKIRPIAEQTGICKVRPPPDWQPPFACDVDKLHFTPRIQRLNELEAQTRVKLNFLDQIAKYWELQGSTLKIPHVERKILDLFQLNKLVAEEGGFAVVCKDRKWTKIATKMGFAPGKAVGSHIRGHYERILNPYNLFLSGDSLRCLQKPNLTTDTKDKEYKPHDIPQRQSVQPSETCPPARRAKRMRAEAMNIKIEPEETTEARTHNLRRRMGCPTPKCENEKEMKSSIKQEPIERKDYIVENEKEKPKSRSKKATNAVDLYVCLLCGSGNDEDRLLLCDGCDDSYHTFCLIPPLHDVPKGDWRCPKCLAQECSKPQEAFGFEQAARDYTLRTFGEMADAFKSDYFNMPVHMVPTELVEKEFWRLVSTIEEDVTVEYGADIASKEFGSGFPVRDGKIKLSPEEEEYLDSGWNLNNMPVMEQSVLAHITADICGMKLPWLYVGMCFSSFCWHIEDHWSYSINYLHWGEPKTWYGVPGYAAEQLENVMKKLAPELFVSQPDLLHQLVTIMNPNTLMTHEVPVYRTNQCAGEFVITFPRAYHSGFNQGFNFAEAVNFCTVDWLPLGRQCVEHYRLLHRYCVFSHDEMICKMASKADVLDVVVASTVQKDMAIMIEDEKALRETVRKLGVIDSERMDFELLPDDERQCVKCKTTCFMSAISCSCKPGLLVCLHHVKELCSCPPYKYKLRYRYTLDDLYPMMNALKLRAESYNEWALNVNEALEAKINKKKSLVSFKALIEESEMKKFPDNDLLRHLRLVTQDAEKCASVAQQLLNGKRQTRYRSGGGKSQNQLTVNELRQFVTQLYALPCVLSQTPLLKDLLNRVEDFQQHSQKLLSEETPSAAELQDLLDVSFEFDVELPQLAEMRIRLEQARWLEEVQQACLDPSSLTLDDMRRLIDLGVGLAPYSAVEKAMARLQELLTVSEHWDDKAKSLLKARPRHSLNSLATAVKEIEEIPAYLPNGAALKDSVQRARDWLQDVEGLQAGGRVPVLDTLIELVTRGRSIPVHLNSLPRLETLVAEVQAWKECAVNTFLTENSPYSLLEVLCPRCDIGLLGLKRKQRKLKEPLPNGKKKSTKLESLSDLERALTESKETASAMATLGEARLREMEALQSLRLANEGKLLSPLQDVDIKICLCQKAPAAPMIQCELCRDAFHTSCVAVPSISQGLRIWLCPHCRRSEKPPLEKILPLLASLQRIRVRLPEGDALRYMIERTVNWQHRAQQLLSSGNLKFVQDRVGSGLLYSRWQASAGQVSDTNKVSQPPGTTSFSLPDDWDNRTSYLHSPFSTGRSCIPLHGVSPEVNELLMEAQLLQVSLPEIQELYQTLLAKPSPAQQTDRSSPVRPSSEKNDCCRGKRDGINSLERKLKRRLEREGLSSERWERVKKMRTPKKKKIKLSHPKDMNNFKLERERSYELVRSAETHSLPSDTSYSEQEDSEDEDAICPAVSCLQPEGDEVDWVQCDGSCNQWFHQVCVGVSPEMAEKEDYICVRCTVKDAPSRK
#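 Measured: NADH fluorescence change, 30 min, RT. System: KDM5BΔAP 200 nM final, H3K4me3 peptide, α-KG, Fe(II), ascorbate, NAD⁺ plus FDH, pH 7.5 HEPES. Compounds: titrated, 10 min pre-incubation with enzyme.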
# Active calls of the source: *; ? = inconclusive; & = joins results of further samples; [ ] = remark or other dose. Potency is the fitted concentration of half-maximal effect. These rows are one share of the data, so the mix of outcomes need not match the whole.
KDM5B inhibitor,canonical_smiles
4%&-2%,CCOc1ccc(N2CC(NC(=O)c3ccc(S(=O)(=O)N4CCOCC4)cc3)CC2=O)cc1 (stereo not drawn)
-3%,CSc1ccc(C2c3c(oc4cc(C)cc(C)c4c3=O)C(=O)N2CCO)cc1 (stereo not drawn)
13%,CCNC(=O)NC(=O)C(C)N(C)Cc1ccc(C(F)(F)F)cc1 (stereo not drawn)
-4%,CN(C)C(=O)c1cccnc1OC1CCN(C(=O)c2ccc(Br)o2)C1 (stereo not drawn)
-26%,COc1ccc(CN2C=C(C(=O)OCc3noc(-c4cccc(F)c4)n3)C(C)=NS2(=O)=O)cc1
-3%,N#Cc1c(SCC(=O)N2CCOCC2)nc(N2CCOCC2)c2c1CCCC2
22%,CCCNc1cc(C)ccc1C
?,O=c1oc2c3c(ccc2c2ccccc12)OCN(Cc1cccc(Cl)c1)C3
?,COc1cc(C2Nc3c(C)cc(C)cc3-c3cc(C)nn32)ccc1O (stereo not drawn)
-9%,O=C(Cn1nc(-c2ccc(Br)cc2)ccc1=O)NCc1ccc2c(c1)OCO2
10%,COc1cccc(CC(=O)NCCC2CCN(C(=O)Nc3cc(F)cc(F)c3)CC2)c1
-6%,CCCS(=O)(=O)N1CCCN(c2ccc(=O)n(-c3ccccc3)n2)CC1

# (more compounds)
KDM5B inhibitor,canonical_smiles
16%,O=C(NCCC1CCN(C(=O)Nc2ccc(F)cc2)CC1)c1ccc(F)cc1
-18%,CCC(C)NC(=O)Cn1c(=O)n(-c2ccc(Cl)c(Cl)c2)c(=O)c2c(C)c(C(=O)N(CC)CC)sc21 (stereo not drawn)
1%[115 µM],O=C(c1ccc(Cl)cc1)N1CC2(CCN(C3CCCCC3)C2)Cc2ccccc21 (stereo not drawn)
-28%,Cc1[nH]c2ccccc2c1C1(O)C(=O)N(Cc2ccccc2)c2ccc(Cl)cc21 (stereo not drawn)
10%,O=C(c1sccc1-c1ccccc1)N1CCN(S(=O)(=O)c2cccc(F)c2)CC1
13%,O=C1NC(C(=O)NCc2cccnc2Oc2ccccc2F)CO1 (stereo not drawn)
-7%,Cc1c(C(N)=O)sc(NC(=O)C2CCCO2)c1C(=O)OC(C)C (stereo not drawn)
42%&-10%[activator],COc1ccc2oc(=O)c(C(=O)NCCc3c(C)[nH]c4c(C)cccc34)cc2c1
11%,COc1cc(=O)n2c(c1C(=O)N1CCN(c3cccc(C)c3)CC1)CCCC2
-7%,COc1ccccc1C(=O)NC[C@@H]1C=C(C)[C@H](CC(=O)NCc2ccccn2)C[C@H]1C(C)C
0%,Cc1ccc(OCC(=O)N2CCC(Cc3nc(-c4ccc(F)cc4)no3)CC2)cc1
16%,Cc1ccc(S(=O)(=O)n2cnc3ccccc32)cc1

# Other structures.
KDM5B inhibitor,canonical_smiles
16%,N#CC1(CCCN2CCCCC2)c2ccccc2CCc2ccccc21
?,CC#CCn1cc2c3c(cccc31)[C@H](CC(C)C)N[C@H](C(=O)N1CCN(C)CC1)C2
?,COc1cccc(CNC(=O)C2CCCN(c3nnc(-n4c(C)ccc4C)s3)C2)c1OC (stereo not drawn)
-1%,COc1ccc(N2CCN(C(=O)CN3CC4CC(C3)[C@H]3CCCC(=O)N3C4)CC2)cc1 (stereo partly drawn)
9%,O=C(CCc1c[nH]c2ccccc12)Nc1cccc(OC(F)F)c1
?,COc1ccccc1C(=O)Nc1c(C(=O)N(CCN(C)C)Cc2ccco2)oc2ccccc12
-2%,CCOC(=O)c1sc(=S)n(-c2ccc(OC)cc2)c1C
-24%,Cc1ccc(C)c(-c2ccc(=O)n(C(C)C(=O)Nc3ccccc3C(F)(F)F)n2)c1 (stereo not drawn)
13%,COc1ccc(CCNC(=O)CS(=O)Cc2nc(-c3ccccc3Cl)oc2C)cc1OC (stereo not drawn)
17%,CCn1c(CO)nnc1C1CC(NC(=O)c2scc3c2CCCC3)C1 (stereo not drawn)
23%,CN(Cc1ccccc1)Cc1nc2c(c(=O)n(C)c(=O)n2C)n1CC(N)=O
-21%,CNC(=O)c1c(NC(=O)c2ccc(S(=O)(=O)N3CCC(C)CC3)cc2)sc2c1CCC2

# 3 of these compounds in a different format:
structure,KDM5B inhibitor
CCn1c(CO)nnc1C1CC(NC(=O)c2scc3c2CCCC3)C1 (stereo not drawn),17%
CCCS(=O)(=O)N1CCCN(c2ccc(=O)n(-c3ccccc3)n2)CC1,-6%
O=C(NCCC1CCN(C(=O)Nc2ccc(F)cc2)CC1)c1ccc(F)cc1,16%

# Next part.
KDM5B inhibitor,canonical_smiles
?,O=C(NC1CCCN(c2cc(-c3ccc(F)cc3)[nH]n2)C1)c1ccc2cc[nH]c2c1 (stereo not drawn)
-23%,Cc1ccsc1CN(C)C(=O)Cc1n[nH]c(=O)c2ccccc12
?,Cc1ccc(-n2nc(-c3c(C)nc4scc(CC(=O)NCc5ccccc5)n4c3=O)cc2C)cc1
?,O=C(Cn1c(=O)c(S(=O)(=O)c2ccccc2)cc2ccccc21)N1CCCC1
-26%,Cc1cccc(-n2nc(C)c(CCC(=O)N3CCSCC3)c2Oc2ccccc2)c1
32µM*,COc1ccc(NC(=O)C2(C)CN(C)Cc3ccc(NCc4ccccc4)nc32)cc1 (stereo not drawn)
?,Cc1cccc(-n2ncc3c(N4CCCC(C)C4)ncnc32)c1 (stereo not drawn)
16%,CC1CCCN(C(=O)c2ccccc2NS(=O)(=O)c2cccc(C(F)(F)F)c2)C1 (stereo not drawn)
12%,Cc1ccc(C(=O)N2CCCCCCn3c(nnc3-c3ccc(F)cc3)CC2)cn1
3%,CC1CCCC2(C1)OCC(C(=O)NCc1ccccc1)N2C(=O)c1ccccc1F (stereo not drawn)
?,Cn1c(=O)c2c(-c3ccc(Br)cc3)n(Cc3ccc(F)cc3)cc2n(C)c1=O
-20%,Cc1nn(-c2ncccn2)c2c1C(c1ccc(OCC(C)C)cc1)CC(=O)N2 (stereo not drawn)

# (cont.)
KDM5B inhibitor,canonical_smiles
?,COc1ccc(N)cc1OCCO
23%,CCNC(=O)C1CCN(C(=O)Cn2c(=O)c3c(ncn3CCOC)n(Cc3ccccc3)c2=O)CC1
13%,O=S(=O)(NCCc1cn2ccccc2n1)c1cccc(Cl)c1
24%,COC[C@@H]1CN(Cc2ccc(Br)o2)C[C@H]1C(=O)NC1CC1
?,Cc1cc(CNC(=O)c2cccc(F)c2F)c2[nH]c(C)c(C)c2c1
-11%,Cc1ccc(C)c(NC(=O)N2CCC(n3cnnc3C3CC3)C2)c1 (stereo not drawn)
19%,CS(=O)(=O)NCC1CCCN(C(=O)c2cnc3ccccc3n2)C1 (stereo not drawn)
7%,CC(=O)C(Cc1ccc(Br)cc1)C(=O)c1ccccc1 (stereo not drawn)
?,CCc1cc(=O)n(CC(=O)NCCc2ccc(Cl)cc2)c(N2CCOCC2)n1
5%,C[C@H]1[C@@H]2[C@@H](O)C([C@H](C)C(=O)NCCN3CCOCC3)CC[C@@]2(C)CC[C@@H]1NC(=O)c1ccccc1 (stereo partly drawn)
9%,O=C(CC1=C2CCCCC2N(Cc2ccc(F)cc2)C1=O)Nc1ccc(F)cc1 (stereo not drawn)
-14%,Cc1cc(NC(=O)CCC(=O)N(CCC(C)C)C(C(=O)NCC2CCCO2)c2ccccc2C)no1 (stereo not drawn)

# (more compounds)
KDM5B inhibitor,canonical_smiles
19%[149 µM],O=C(c1ccccc1F)N1CC2(Cc3ccccc3NC2=O)C1
9%,N#Cc1ccccc1CSc1nnnn1-c1ccc(Cl)cc1
8%,COc1ccc(S(=O)(=O)NC(C)C(=O)NCCN2CCOCC2)cc1Cl (stereo not drawn)
-15%,COc1ccccc1-c1noc(-c2ccc(N3CCN(C)CC3)c([N+](=O)[O-])c2)n1
18%[86.2 µM],O=C(C[C@@H]1C[C@H]2O[C@H](CNC3CCCCC3)[C@@H](O)[C@H]2O1)N1CCOCC1
-5%,CC1CCC2(CC1)OCC(C(=O)NC(C)c1ccccc1)N2C(=O)c1cccc(Cl)c1 (stereo not drawn)
21%,CC(=O)c1ccc(Nc2c([N+](=O)[O-])ccc3nonc23)cc1
?,Cc1nc2c(-c3ccc(F)cc3)cnn2c(N)c1-c1ccc(F)cc1
40µM*,CC1(C(=O)NC2CCOCC2)CCCc2cnc(NCc3ccccc3)nc21 (stereo not drawn)
?,N#Cc1cc2ccccc2nc1N1CCCCC1
?,CCCOc1cccc(C(=O)Nc2cc(-c3nc4ccccc4[nH]3)ccc2C)c1
-11%,NC(=O)c1cc[nH]c1C1CCCN(C(=O)COc2ccc(F)cc2)C1 (stereo not drawn)

# An excerpt from above in order of their number in KDM5B inhibitor, highest first.
KDM5B inhibitor,canonical_smiles
21%,CC(=O)c1ccc(Nc2c([N+](=O)[O-])ccc3nonc23)cc1
9%,N#Cc1ccccc1CSc1nnnn1-c1ccc(Cl)cc1
8%,COc1ccc(S(=O)(=O)NC(C)C(=O)NCCN2CCOCC2)cc1Cl (stereo not drawn)
-15%,COc1ccccc1-c1noc(-c2ccc(N3CCN(C)CC3)c([N+](=O)[O-])c2)n1

# The listing continues:
KDM5B inhibitor,canonical_smiles
-14%,COc1cccc(C(=O)NC2(C(F)(F)F)C(=O)Nc3c2c(=O)[nH]c(=O)n3-c2ccc(C)cc2)c1 (stereo not drawn)
-4%,CN(C)C(=O)N1CCC(C(=O)N2CC(=O)N(C3CCCCC3)CC(OCc3ccncc3)C2)CC1 (stereo not drawn)
4%,CCOC(=O)c1c(NC(C)=O)c2c3c(sc2n1Cc1cc(C)ccc1C)CCCC3
32µM*,Cc1ccccc1CN1CCc2nc(C(=O)NCCOc3ccccc3)oc2CC1
4%,Cn1c(=O)oc2cc(S(=O)(=O)NC(Cc3ccccc3)C(=O)NCc3ccc(F)cc3)ccc21 (stereo not drawn)
-5%,COc1ccc(C2CC(=O)N(c3ccccc3)C3=C2C(=O)OC3)cc1 (stereo not drawn)
8%,N#Cc1cccc(NC(=O)c2cc(Cl)cc(Cl)c2)c1
-9%,CCn1c(CC2CCN(Cc3ccccc3C#N)CC2)nn(C)c1=O
?,Cc1ccc(CNc2ncccc2-c2nc(-c3ccc(Cl)cc3)no2)cc1
28%,CCNc1ccc([N+](=O)[O-])cc1
0%[86.2 µM],Cc1ccccc1CN1Cc2nc(-c3cnn(C)c3)ccc2OCC1=O
14%,O=C(c1cccnc1)N1CCCCC1c1noc(COc2ccc(F)cc2)n1 (stereo not drawn)

# Other results
KDM5B inhibitor,canonical_smiles
?,COCCn1c(SCC(=O)c2ccc(Cl)cc2)nnc1-c1ccncc1
-12%,CCc1ccccc1NC(=O)Cn1c(C)cc2nc3n(c(=O)c21)CCCC3
-11%,COc1ccc(C(=O)c2sc(Nc3cccc(C)c3C)nc2N)cc1OC
-16%,Cc1c(Cc2ccccc2)c(=O)oc2cc(OCCC(C)C)ccc12
-18%,COc1ccc(C(=O)c2c(N)c(-c3nc(-c4ccc(OC)cc4)cs3)c3ccccn23)cc1
-5%,O=C([C@@H]1C[C@H](F)CN1C(=O)c1ccccc1OC(F)(F)F)N1CCCCC1
-2%,COc1ccccc1Nc1c(-c2ccc(O)cc2)nc2ncccn12
-1%,CNC(=O)[C@@H]1C[C@H](n2cc(CN(C)C(=O)Nc3ccc(C)c(C)c3)nn2)CN1
-18%,Cc1cc(C(=O)N2CCC(C(=O)N3CCCCCCNC(=O)CC3)CC2)n(C)n1
-27%,Cc1ccc2c(c1)CC(C)N2S(=O)(=O)c1nnc(NC(=O)c2ccccc2F)s1 (stereo not drawn)
?,COC(=O)c1ccc(-n2c(CCC(=O)O)ccc2-c2ccc(C)cc2)cc1
14%,COC(=O)c1cn(CC(=O)NC(C2CC2)C2CC2)c2ccccc12

# Next section
KDM5B inhibitor,canonical_smiles
?,O=C(c1ccccn1)N1CCCn2cc(-c3ccccc3)nc21
?,COC[C@H]1CCCN1C(=O)CC[C@@H]1CNC(=O)[C@@H]2C[C@H](NC(=O)Nc3ccc(F)cc3F)CN12
18%,O=C(CSc1nnc(CNC(=O)c2ccccc2)o1)c1ccc(Cl)cc1
22%,Cc1ccc(C(=O)N2CCC(N3CCCC(C(=O)N4CCCC4)C3)CC2)s1 (stereo not drawn)
-6%,CC(=O)N1c2ccc(S(=O)(=O)N(C)c3cc(C)ccc3C)cc2CC1C (stereo not drawn)
-8%,Cc1cnc(C)n1C1CCN(S(=O)(=O)c2ccccc2)CC1
-3%,Cc1cccc(C(C)(C)C)c1NC(=O)N1CCN2C(=O)CNC(=O)C2C1 (stereo not drawn)
-16%,COc1cc2c(C(=O)Nc3ccc(C)cc3Br)cn(C)c(=O)c2cc1OC
28µM*,CCc1noc(-c2ccn3c(CNC(=O)c4cc(F)ccc4Cl)nnc3c2)n1
33%,O=C(Cc1ccc(Cl)cc1)N1C[C@@H](CO)[C@H](c2ccccn2)C1
?,CCCNC(=O)[C@@H]1Cc2cn(Cc3nccn3C)c3cccc(c23)[C@H](CC(C)C)N1
?,CS(=O)(=O)N(Cc1csc(-c2cccs2)n1)C1CCN(C(=O)c2ccccc2F)CC1

# Continuation:
KDM5B inhibitor,canonical_smiles
?,FC(F)(F)c1ccc(CN2CCn3c(nnc3C3CCNCC3)C2)cc1
-15%[86.2 µM],CC(C)(Oc1nn(CC2CCOCC2)c2ccccc12)C(=O)NCc1ccncc1
-15%,CC(NC(=O)c1cc2sccc2n1Cc1ccc(F)cc1)c1ccccc1 (stereo not drawn)
-6%[115 µM],CN1CC(=O)N(C2CCCCC2)Cc2c1ncnc2N1CCOCC1
15%[115 µM],O=C(NCc1nnc2n1C(C(=O)N1CCOCC1)CC2)c1ccc(Cl)cc1Cl (stereo not drawn)
?,Cc1ccc(C(=O)Nc2ccc(-c3cn4cccnc4n3)cc2)cc1C
0%,COC(=O)C1=C(C)NC(=O)CC1c1cccc(F)c1 (stereo not drawn)
2%[86.2 µM],Cc1nn2c(c1-c1ccccc1Oc1ccccc1)N(C(=O)C1CCC1)CCC2
3%,NC(=O)c1cc[nH]c1C1CCCN(C2CCN(CCc3ccccc3)CC2)C1 (stereo not drawn)

# High-throughput results as filed in PubChem BioAssay.
